# Screening data (PubChem BioAssay)
# M4 antag: human M4 muscarinic receptor antagonists, primary screen, CHO cells, Fluo-8 calcium fluorescence; Muscarinic acetylcholine receptor M4 (Homo sapiens), P08173; CHO-hM4 cells, ACh EC80; inhibition, % at 3 µM; actives 0.73% (n = 360,000); AID 624125, 2012;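 active = inhibition above its plate's cutoff, the mean inhibition of sample wells plus 3 SD, cut at about 27% in these data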;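 also: 0% = acetylcholine EC80 with DMSO and 100% = DMSO without agonist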
# CHRM5 antagonist: human M5 muscarinic receptor antagonists, primary screen, CHO cells, Fluo-8 calcium fluorescence; Muscarinic acetylcholine receptor M5 (Homo sapiens), P08912; CHO-hM5 cells, ACh EC80; inhibition, % at 3 µM; actives 0.59% (n = 360,000);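 active = inhibition above a per-plate cutoff, the mean of that plate's test compounds plus 3 SD, cut at about 27% in these data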;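 also: 0% = acetylcholine EC80 with DMSO and 100% = DMSO without agonist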
# CHRM5 PAM: human M5 muscarinic receptor positive allosteric modulators, primary screen, CHO-K1 cells, Fluo-8 calcium fluorescence; CHO-K1 hM5, ACh EC20 PAM; 0% = ACh EC20, 100% = ACh EC100; activation, % at 3 µM; actives 0.3% (n = 360,000); AID 624038, 2012;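 active = activation above the run cutoff, the mean activation of all test compounds plus 3 SD, cut at about 18% in these data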
#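 Replicates: One well per compound, no replicates | System: Human M5 receptor in CHO-K1 cells | Benchmarks: Low control EC20 acetylcholine (0%), high control EC100 acetylcholine (100%) | Probe or stimulus: Acetylcholine, EC20 level | Times: Fluo-8 loading 80 min at 37 °C plus 30 min room temperature | Signal: Intracellular calcium via Fluo-8 fluorescence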
# M4 PAM: human M4 muscarinic receptor positive allosteric modulators, primary screen, CHO-K1 cells, Fluo-8 calcium fluorescence | CHO-K1 hM4/Gqi5, ACh EC20; 0% = ACh EC20, 100% = maximal ACh | activation, % at 3 µM | actives 0.4% (n = 360,000);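 active = activation above its plate's cutoff, the mean activation of sample wells plus 3 SD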; also: some results filed as inactive read as strong as hits
# CHRM5 agonist: human M5 muscarinic receptor agonists, primary screen, CHO-K1 cells, Fluo-8 calcium fluorescence. activation, % at 3 µM. AID 624037, 2012. Muscarinic acetylcholine receptor M5 (Homo sapiens), P08912. CHO-K1 hM5 cells; 0% DMSO wells, 100% maximal acetylcholine response. actives 0.19% (n = 360,000);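 active = activation above the run's mean over test compounds plus 3 SD, cut at about 23% in these data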;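 also: signal is peak over basal fluorescence ratio across the kinetic read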
# CRFR2-BP ag: agonists of CRF-BP/CRF-R2 complex, primary screen, cell-based, HEK293, calcium dye fluorescence, uHTS; AID 588473, 2011; activation, % at 13.2 µM; calcium dye fluorescence (FLIPR); percent of saturating CRF peptide response; CRF-binding protein / CRF receptor 2 complex (human); actives 0.46% (n = 350,000);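 active = activation of at least 50%, plus an integration ratio under a set limit after plate pattern correction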;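 also: plate controls were neutral control wells without compound for no effect and CRF at EC100 for full effect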
# CRFBP-R2 block: antagonists of CRF-BP/CRF-R2 complex, primary screen, cell-based, HEK293, calcium dye fluorescence, uHTS. CRF-induced calcium fluorescence. actives 0.59% (n = 350,000). inhibition, % at 11.8 µM;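 active = inhibition of the ligand-induced calcium signal above about 50% at the single tested concentration, limit read from the data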
# M4 ag: human M4 muscarinic receptor agonists, primary screen, CHO-K1 cells, Fluo-8 calcium fluorescence | Muscarinic acetylcholine receptor M4 (Homo sapiens), P08173 | CHO-K1 hM4/Gqi5; vehicle 0%, full acetylcholine response 100% | activation, % at 3 µM | actives 0.14% (n = 360,000) | AID 624127, 2012;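 active = activation above the run mean over all test wells plus 3 SD, cut at about 32% in these data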;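 also: peak over basal fluorescence ratio per well then scaled between controls; 0% = DMSO wells and 100% = acetylcholine at EC100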
# IDE cell inh: human IDE inhibitors in live cells, primary screen, fluorescence polarization, HEK cells, FAbetaB substrate; FAbetaB cleavage; Insulin-degrading enzyme (Homo sapiens), P14735; actives 0.41% (n = 320,000); inhibition, % at 5.59 µM;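 active = percent inhibition above the average of all tested compounds plus 3 SD, set per screening campaign, cut at about 16% in these data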;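 also: IDE supplied by intact live HEK cells; FP after avidin binding of uncleaved biotin substrate so inhibition keeps polarization high; 0% = DMSO wells and 100% = 60 µM reference IDE inhibitor Ii1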
# Target sequence (P14735 whole entry, looked up): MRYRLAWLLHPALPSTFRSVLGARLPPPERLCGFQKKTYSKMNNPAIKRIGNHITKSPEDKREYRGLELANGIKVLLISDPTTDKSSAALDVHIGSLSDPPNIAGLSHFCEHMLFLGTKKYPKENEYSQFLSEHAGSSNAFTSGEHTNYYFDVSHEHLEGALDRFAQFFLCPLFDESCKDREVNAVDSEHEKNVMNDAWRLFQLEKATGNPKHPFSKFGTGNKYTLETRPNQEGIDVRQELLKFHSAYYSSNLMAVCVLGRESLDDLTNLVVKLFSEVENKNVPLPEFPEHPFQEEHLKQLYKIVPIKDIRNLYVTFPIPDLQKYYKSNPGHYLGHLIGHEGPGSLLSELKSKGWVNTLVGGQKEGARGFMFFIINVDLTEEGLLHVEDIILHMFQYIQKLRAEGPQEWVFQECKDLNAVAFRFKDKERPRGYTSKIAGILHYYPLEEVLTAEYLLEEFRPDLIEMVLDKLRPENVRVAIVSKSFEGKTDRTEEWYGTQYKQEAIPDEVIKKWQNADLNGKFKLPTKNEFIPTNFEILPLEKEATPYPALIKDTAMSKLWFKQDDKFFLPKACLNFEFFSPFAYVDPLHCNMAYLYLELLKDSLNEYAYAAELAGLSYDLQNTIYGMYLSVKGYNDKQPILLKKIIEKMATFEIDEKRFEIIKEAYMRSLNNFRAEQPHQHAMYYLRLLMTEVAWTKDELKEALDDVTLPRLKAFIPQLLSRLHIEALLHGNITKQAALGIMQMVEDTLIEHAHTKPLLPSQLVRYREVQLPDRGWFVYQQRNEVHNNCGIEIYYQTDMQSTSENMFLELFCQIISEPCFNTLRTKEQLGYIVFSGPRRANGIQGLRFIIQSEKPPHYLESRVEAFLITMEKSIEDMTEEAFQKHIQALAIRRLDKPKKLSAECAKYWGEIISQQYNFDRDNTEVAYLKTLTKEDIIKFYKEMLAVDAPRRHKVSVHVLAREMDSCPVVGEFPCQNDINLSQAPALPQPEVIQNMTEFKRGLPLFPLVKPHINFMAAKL
# The depositor's hits bear a star; nt = no result given. Compounds were not picked by outcome; overall some 2.9% were active at least once.
SMILES,M4 antag,CHRM5 antagonist,CHRM5 PAM,M4 PAM,CHRM5 agonist,CRFR2-BP ag,CRFBP-R2 block,M4 ag,IDE cell inh
O=C(O)/C=C\C(=O)Nc1ccc(Oc2ccc(Br)cc2)cc1,-12,-1,4,1,-1,3.0,-9,2,8
CCOC(=O)c1ccccc1NC(=O)CN1C(=O)c2ccccc2S1(=O)=O,0,2,1,8,1,-2.1,19,2,-2
COc1ccccc1NC(=O)C1=C(C)Nc2nnnn2C1c1cc(Br)ccc1OC (configuration not stated),-8,4,-6,1,11,7.1,-33,8,0
C#CCOCCOCCOCCNc1nc(N2CCN(C(=O)Cn3cc(CCCCN)nn3)CC2)nc(N2CCN(C(=O)Cn3cc(CC(C)O)nn3)CC2)n1 (configuration not stated),-20,7,12,11,-3,3.2,10,0,0
COc1cc(C2C3C(=O)N(c4ccccc4)C(=O)C3ON2c2ccccc2)ccc1O (configuration not stated),0,1,-11,-2,2,5.2,-19,4,0
CCCCN(c1ccccc1)c1ncnc(N)c1[N+](=O)[O-],4,6,-6,-8,-11,-0.9,31,-3,2
Cc1ccc([C@H]2C[C@@H](O)[C@H](n3cc(-c4ccc(F)cc4)nn3)CN2Cc2cccs2)cc1,-5,2,1,-2,1,4.7,5,0,nt
CCOc1ccc(C(=O)N2CCC3(CC2)NCCc2[nH]cnc23)cc1OCC,-7,2,8,14,-3,2.0,-4,0,-1
COC(=O)c1cc(NC(=O)c2ccc(C)cc2)c(=O)oc1C,-4,-2,1,6,-1,-0.7,-7,1,-8
O=C(CCCc1c[nH]c2ccccc12)N1CCN(c2ccc(N3CCOCC3)nn2)CC1,-4,13,-8,-5,0,-1.2,0,1,-4
CCOC(=O)c1c(C)[nH]c(C(=O)COC(=O)[C@H](C)NC(=O)c2ccccc2Cl)c1C,-4,-7,1,-3,1,-0.9,40,9,-1
C=CCc1cc(OC)ccc1OCCN(C)Cc1ccccc1,1,19,-7,-14,-14,1.1,-1,0,-4
CCCCN=CC1=C(O)CC(c2ccccc2)CC1=O (configuration not stated),-9,6,8,3,-10,-2.2,-21,2,0
Cc1noc(C)c1S(=O)(=O)Nc1ccc(C(=O)NC2CCCCCC2)cc1,2,0,2,2,-7,0.2,-1,1,0
O=C1c2ccccc2C(=O)N1CCCCSc1nnnn1-c1ccccc1,1,3,-6,-2,0,0.8,4,5,5
Nc1nc(-c2ccc(Cl)cc2)nnc1-c1ccc(Br)cc1,2,5,-3,-3,-2,-0.6,13,0,-5
C#CCNC(=O)C[C@@H]1C[C@@]2(C(=O)OCC)CCC=C2N(Cc2ccc3c(c2)OCO3)C1=O,-8,-2,0,5,0,nt,nt,1,nt
Cc1cc(C)n(-c2cc(N3CCN(S(=O)(=O)c4ccc(Br)cc4)CC3)ccc2[N+](=O)[O-])n1,3,0,-3,-15,-1,0.7,15,1,-4
COc1ccc(CC(=O)Nc2c(C(=O)N3CCN(c4ccccc4OC)CC3)oc3ccccc23)cc1OC,-11,13,-13,-7,-2,0.1,13,10,5
CCC1CCC(C(=O)NC(C(=O)NCCCN2CCCCC2C)C(C)C)CC1 (configuration not stated),9,5,3,2,-6,-0.7,2,-1,8
CCN(CC(=O)Nc1ccc(NC(C)=O)cc1)C(=O)CCCN1C(=O)c2ccccc2C1=O,11,7,4,0,0,1.4,1,-1,5
COc1ccc(OCC(=O)N/N=C/c2ccsc2)cc1,-9,-4,0,5,1,0.4,17,1,-3
CCc1cccc(NC(=O)c2ccc(Cn3nc(C)cc3C)o2)c1,2,10,-4,-5,-7,-1.8,19,0,2
O=C(NCc1ccc2c(c1)CCO2)Nc1ccccc1,-14,-3,0,-7,-2,-0.2,14,1,9
O=C(Nc1ccccc1Cl)c1ccccc1,-2,-2,5,7,5,-5.4,19,0,1
CCn1cnc2sc(C(=O)O)c(C)c2c1=O,2,-8,6,-4,-2,1.3,-31,1,-1
CCN1CCC2(CC1)N=C(c1ccc(F)cc1)C(=S)N2C(=O)c1ccc(C(C)(C)C)cc1,18,76*,-19,-10,-8,2.3,-17,2,3
O=C(CN1CCN(c2ccccc2)CC1)Nc1nnc(-c2ccccc2)s1,-6,0,-26,-11,-6,5.2,-11,9,5
Cc1cc(C)n(CC(O)COc2ccccc2[N+](=O)[O-])n1 (configuration not stated),-8,-1,0,-1,-4,-1.0,12,2,5
CCc1cc(=O)oc2cc(OCC=C(C)C)ccc12,6,1,-2,12,-2,-3.4,13,0,3
CC1(CNC(=O)C(=O)NCC2(C)CO2)CO1 (configuration not stated),1,0,3,2,3,8.1,-2,0,nt
COc1cc(/C=N/NS(=O)(=O)c2ccc(C)c([N+](=O)[O-])c2)cc([N+](=O)[O-])c1O,6,3,13,-4,6,-1.1,-4,0,4
O=S1(=O)CC(N2CCN(CCO)CC2)CN1Cc1cn(Cc2cccc(C(F)(F)F)c2)nn1 (configuration not stated),7,0,1,-1,1,nt,nt,1,nt
CCN(CC(=O)Nc1ccccc1C(F)(F)F)C(=O)Cc1cccs1,6,10,-8,-1,-1,-2.1,3,0,4
CC(C)(C)OC(=O)C[C@@H]1C/C=C\C[C@@H](CC(=O)N[C@@H](CO)Cc2ccccc2)C(=O)N2CCC[C@@H]2COC1=O,5,6,-3,4,1,2.5,-3,2,-2
Cc1cccc(NC(=S)NC(=O)c2ccc(-c3ccccc3)cc2)n1,-18,7,-4,12,-2,2.8,-12,2,-2
Cc1ccc(C)c(SCC(=O)OCC(=O)Nc2ncc(C(F)(F)F)cc2Cl)c1,-9,-10,7,8,-4,0.7,-16,1,-4
CC1=CC(C)(C(Cl)Cl)C(C)=CC1=O (configuration not stated),7,-3,0,24,-2,-2.4,-15,0,-3
COCCn1c(C)cc(/C=C2/NC(=O)N(c3ccc(Cl)cc3)C2=O)c1C,16,1,0,1,-1,-3.2,19,1,6
CCCc1ccc2c(N)c(C#N)sc2n1,-4,5,-1,5,-3,-1.2,21,1,1
O=C(CSc1nnc(C2CC2)n1Cc1ccccc1)Nc1cccnc1Cl,2,6,6,1,1,-1.5,4,1,-4
CCOC(=O)C1CN(S(=O)(=O)c2ccc(OC)cc2)c2cc(Cl)ccc2O1 (configuration not stated),3,6,-5,-6,-7,0.0,1,nt,-5
COc1cccc(CN(C)CC(=O)Nc2cccc(S(=O)(=O)N(C)c3ccccc3)c2)c1OC,3,10,-36,-8,-3,-2.4,18,10,nt
Cn1c(N2CCC(C(N)=O)CC2)nc2c1c(=O)n(Cc1ccc(Br)cc1)c(=O)n2C,-9,-4,-2,8,2,0.9,1,3,-2
CCN1CCN(c2nc3c(C)cccn3c(=O)c2C=C(C#N)C#N)CC1,-3,-7,5,1,-2,2.3,4,1,nt
CCOc1ccc(CCNC(=O)C2CSC3(C)CCC(=O)N23)cc1OCC (configuration not stated),3,8,-2,2,-1,-0.8,2,0,1
Cc1c(Cl)cccc1NC(=S)NCc1ccc(Cl)cc1,14,6,-19,-15,-1,-0.4,0,12,4
COc1ccc(CCCNC(=O)C2CCC(=O)N(CCCN3CCCC3=O)C2)cc1 (configuration not stated),-8,7,1,3,-3,0.5,-14,3,0
O=C(O)C1=CC[C@@H](c2ccc(Cl)cc2)N(S(=O)(=O)c2ccc(Cl)cc2)C1,7,12,2,5,-5,-0.3,3,1,-1
COc1cccc(C(=O)Nc2nc3ccccc3[nH]2)c1,-1,1,-6,6,-1,1.0,-16,6,-1
COc1cccc(C2CC(c3c(F)cccc3Cl)n3nc(N)nc3N2)c1 (configuration not stated),-3,1,2,0,-1,3.2,-15,2,-4
CC(C)Cn1c(CN2C(=O)c3ccccc3C2=O)nc2ccccc2c1=O,-1,-2,-9,8,-1,3.8,-15,1,6
O=C(COc1ccc(F)cc1)Nc1nnc(C2CCCCC2)s1,1,4,3,2,-1,8.2,-26,1,-1
COc1cccc(-c2cc(C(=O)Nc3cc(C)n(Cc4ccc(Cl)cc4)n3)no2)c1,2,0,1,1,-1,2.1,-12,0,-2
Cc1ccc2nc(N(CCCN(C)C)C(=O)CN3C(=O)c4ccccc4C3=O)sc2c1,11,3,3,-14,-2,2.3,-8,5,2
OCC[C@@H]1C[C@@H](O)[C@H](O)[C@@]2(OCc3ccccc32)O1,-6,7,11,6,0,1.6,-7,1,-2
CCSc1nc(O)cc(=O)n1-c1ccc(OC)cc1,12,10,-5,-2,-1,0.1,-7,-1,3
CC(C)(C)c1cc(-n2ccnc2)n2ncc(-c3ccc(Cl)cc3)c2n1,1,6,-3,-2,1,3.8,-7,0,0
Cc1ccc(-c2cc(C(=O)Nc3cccnc3)c3ccccc3n2)o1,4,-4,5,11,2,0.5,-2,0,2
CO/N=C/C(C(C)=O)C(=O)Nc1ccc(Cl)cc1Cl (configuration not stated),1,-8,-3,-2,-1,2.1,-19,1,1
# Additional records:
SMILES,M4 antag,CHRM5 antagonist,CHRM5 PAM,M4 PAM,CHRM5 agonist,CRFR2-BP ag,CRFBP-R2 block,M4 ag,IDE cell inh
CCCCc1nc(N)c(C#N)c(-c2ccco2)c1CCC,-6,9,-7,4,-1,1.3,-22,-1,0
CCOC(=O)c1[nH]c2ccc(Br)cc2c1NC(=O)CCN1CCC(C)CC1,-15,7,-23,-4,-14,0.5,-32,5,0
COC(=O)[C@H](CCSC)NC(=O)Nc1ccc(S(N)(=O)=O)cc1,6,4,1,-19,5,-1.0,5,0,-3
O=C(CCCSc1nc2ccccc2[nH]1)NCc1ccc(Cl)cc1,-13,6,-3,2,-6,-5.3,-33,5,1
CCC(C)[C@H](NC(=O)N1CCN(c2cccc(C(F)(F)F)c2)CC1)C(=O)OC (some centres not stated),3,5,-6,-7,-4,-0.8,12,3,5
NS(=O)(=O)c1ccc(CCNC(=O)NC23CC4CC(CC(C4)C2)C3)cc1,-5,5,5,1,2,-1.5,22,1,-11
C[C@@H]1CN([C@H](C)CO)C(=O)c2c(c3ccccc3n2C)-c2ccccc2CO[C@H]1CN(C)Cc1ccc2c(c1)OCCN2C,-16,1,3,4,1,-0.5,-15,0,nt
CCOC(=O)C1CCN(C(=O)Cn2nc(C)n3c(cc4cc(F)ccc43)c2=O)CC1,-22,-9,4,4,-1,-0.5,-19,2,-1
COc1ccc(Cl)cc1C(=O)NC(=S)Nc1ccccc1N1CCOCC1,4,-6,-2,-1,-1,2.6,-7,0,-1
CCOc1cc(C2C(C#N)=C(N)Oc3n[nH]c(-c4ccccc4)c32)ccc1O (configuration not stated),-4,2,-10,4,-3,-1.1,-43,1,4
